Compound activity (PubChem)
Growth percent in the NCI-60 one-dose screen (48 h, 10 µM unless noted): 100 = growth as untreated, 0 = no growth, -100 = all killed.
HL-60(TB): HL-60(TB) leukemia cells. 9% of 78,000 active. AID 1794776; active means growth percent below 10
* hit, by the source's call. The list is partial; the hit share may differ from the screen's.

SMILES	HL-60(TB)
Cc1nn2c(/C=C3/C(=O)Nc4ccccc43)c(-c3ccc(F)cc3)nc2s1	73
COc1ccc(/C=N/NC(=O)c2c(Nc3ccccc3)n[nH]c2N)cc1	97
CCn1c2ccccc2nc2cc3c(cc21)c(Cl)c(=O)c1ccccc13	72
COc1cccc(C(C)(c2c[nH]c3ccccc23)c2c[nH]c3ccccc23)c1	72
O=Cc1c(OCc2cnnn2CC(=O)Nc2ccccc2Cl)ccc2ccccc12	104
N=C(N)SCc1ccc(Cl)cc1Cl	85
O=C(O)c1cccs1	112
CC(=O)[C@H]1CC[C@H]2[C@@H]3C[C@H](O)[C@@H]4C[C@H](O)CC[C@]4(C)[C@H]3CC[C@]12C	99
Clc1ccc(-c2nocc2-c2c[nH]c3ccccc23)cc1	85
O=C1CC(c2ccc3c(c2)OCO3)c2c(ncn2-c2ccc(F)cc2)N1 (stereo unspecified)	101
NC(=O)C1C(=O)c2ccccc2C1(C[N+](=O)[O-])c1ccccc1 (stereo unspecified)	91
CCOC(=O)N/N=C/c1cc(Br)ccc1O	109
O=C(Cc1ccccc1Nc1c(Cl)cccc1Cl)Nn1c(O)c(C2=c3cc(Br)cc(Br)c3=NC2=O)sc1=S	109
COc1cc2ncnc(Nc3ccc(C(=O)/C=C/c4ccc(C(F)(F)F)cc4F)cc3)c2cc1OC	86
O=C(Nc1ncc(Cc2cccc(Cl)c2)s1)C(=S)N1CCOCC1	97
Cc1ccc(-c2csc(NC(=O)c3ccccc3CN3C(=O)c4ccccc4C3=O)n2)cc1	95
O=c1nc(NO)[nH]c(=O)n1Cc1ccc(F)cc1	103
O=[N+]([O-])c1ccc(Oc2ccccc2Cl)c([N+](=O)[O-])c1	-1.8*
CC1(c2ccc[n+](Cc3ccccc3)c2)OCCO1	101
COc1cc(C2CC(c3ccccc3)=NN2)ccc1Oc1ccnc2cc(Cl)ccc12 (stereo unspecified)	77
C#CCNC(=O)[C@H](CC)[C@H]1CC[C@H](C)[C@H]([C@@H](C)[C@H](O)[C@H](C)C(=O)[C@H](CC)C2O[C@]3(C=CC(=O)[C@]4(CC[C@@](C)([C@H]5CC[C@](O)(CC)[C@H](C)O5)O4)O3)[C@H](C)C[C@@H]2C)O1 (stereo partly specified)	1.8*
COc1nc2ccc(C)cc2cc1/C=[N+](\[O-])c1ccccc1	80
COc1ccc(CSc2n[nH]c(=O)[nH]c2=O)cc1	109
CCN(CC)CC(=O)Nc1c(C)cc(C(=O)NN)cc1C	65
COC(=O)C1(C)COP(=O)(Nc2ccc(OC)cc2)OC1 (stereo unspecified)	95
O=S(=O)(c1ccc(Cl)cc1)c1cnc(-c2ccccc2)o1	96
CCOCCN(Cc1ccc(CN(CCOCC)C(=O)C(Cl)Cl)cc1)C(=O)C(Cl)Cl	70
CS(=O)CCCCN=C=S (stereo unspecified)	70
CCC(CC)C(=O)O	93
OCc1cn(C(c2ccccc2)(c2ccccc2)c2ccccc2)cn1	86
Cc1ccc(NC(=O)N2CCN(C)CC2)cc1	95
CN(Cc1ccccc1)c1ncnc2[nH]ncc12	113
CSC(=O)N1CCN(C)CC1	104
Cc1ccccc1N1CCN(C(=S)Cc2ccccc2)CC1	89
O=c1[nH]c(=O)c2[nH]c(Cl)nc2[nH]1	102
COc1ccc(C2=NN3C(C2)c2ccccc2OC32CCN(C)CC2)cc1 (stereo unspecified)	89
CCCCn1c(=O)c(/C=C/c2cc(/C=C/c3cc4cc(C)ccc4n(CCCC)c3=O)n(-c3ccccc3)n2)cc2cc(C)ccc21	80
Nc1ccc(Nc2ccc([N+](=O)[O-])cc2S(=O)(=O)O)cc1	91
COc1cccc(CC(C)=C(c2ccc(OCCCN(C)C)cc2)c2ccc(OCCCN(C)C)cc2)c1	-68*
CNC(=O)c1cc(-n2ccc3cc(NC(=S)Nc4cccc(C(F)(F)F)c4)ccc32)ccn1	93
C=C(C)C1CCC(C)=CC1c1c(OC(=O)CCCCC2CCSS2)cc(CCCCC)cc1OC(=O)CCCCC1CCSS1 (stereo unspecified)	85
Nc1nc(CN2CCc3ccccc32)nc2ccccc12	77
CCOC(=O)/C(C#N)=C/c1ccc(N(CCCl)CCCl)cc1	85
Cc1nn(-c2ccccc2)c(N(C)Cc2ccccc2)c1C1CC(c2ccc(Cl)cc2)=NN1c1cc(Cl)cc(Cl)c1 (stereo unspecified)	100
CCC(C)C(NC(=O)OCc1ccccc1)C(=O)NC(C(=O)O)C(C)C (stereo unspecified)	107
CC(C)(C)c1cc(-c2cc(-c3ccccc3)[nH]c(=O)c2C#N)cc(C(C)(C)C)c1	82
COc1cc(C(=O)NC(=S)Nc2ccc3ccccc3c2)cc(OC)c1OC	97
CCOC(=O)C1c2cccc(O)c2CCN1C(C)=O (stereo unspecified)	77
CC(C)N=C1CCCC1C(=S)SSC(=S)C1CCCC1=NC(C)C (stereo unspecified)	76
CC(=O)Oc1cccc([N+](=O)[O-])c1	75
Clc1ccc(Sc2cnc(-c3ccccc3)o2)cc1	100
O=C(NCCc1ccccn1)C(O)C(Cc1ccccc1)N(Cc1ccccc1)Cc1ccccc1 (stereo unspecified)	73
COc1ccc2oc(=O)cc(C3NNC(=S)N3)c2c1 (stereo unspecified)	96
Cc1[nH]c2ncnc(Nc3ccc(NC(=O)Nc4ccc(Cl)c(C(F)(F)F)c4)c(F)c3)c2c1C	92
Cc1ccc(-c2ccnc3c(N=Nc4ccc(S(N)(=O)=O)cc4)c(N)nn23)cc1	100
O=C(Nc1ccccc1Cl)c1ccc(Cl)cc1	101
CN(C)CCCNC(=S)Nc1ccc(/C=C/c2ccc(Cl)cc2)cc1	-22*
CS(=O)(=O)c1nnc(-c2ccccc2)s1	65
COc1cc(/C=C/C(=O)c2ccc(Nc3nc(NCCO)nc(Nc4ccc(Cl)cc4)n3)cc2)cc(OC)c1OC	81
CC(C)[C@]12O[C@H]1[C@@H]1O[C@]13[C@]1(O[C@H]1C[C@H]1c4c(C(=O)c5ccccc5)oc(OC(=O)c5ccccc5)c4CC[C@@]13C)[C@@H]2O	-46*

A run of entries of the results above:
SMILES	HL-60(TB)
Nc1ccc(Nc2ccc([N+](=O)[O-])cc2S(=O)(=O)O)cc1	91
COc1cccc(CC(C)=C(c2ccc(OCCCN(C)C)cc2)c2ccc(OCCCN(C)C)cc2)c1	-68*
CNC(=O)c1cc(-n2ccc3cc(NC(=S)Nc4cccc(C(F)(F)F)c4)ccc32)ccn1	93
C=C(C)C1CCC(C)=CC1c1c(OC(=O)CCCCC2CCSS2)cc(CCCCC)cc1OC(=O)CCCCC1CCSS1 (stereo unspecified)	85
Nc1nc(CN2CCc3ccccc32)nc2ccccc12	77
CCOC(=O)/C(C#N)=C/c1ccc(N(CCCl)CCCl)cc1	85
Cc1nn(-c2ccccc2)c(N(C)Cc2ccccc2)c1C1CC(c2ccc(Cl)cc2)=NN1c1cc(Cl)cc(Cl)c1 (stereo unspecified)	100
CCC(C)C(NC(=O)OCc1ccccc1)C(=O)NC(C(=O)O)C(C)C (stereo unspecified)	107
CC(C)(C)c1cc(-c2cc(-c3ccccc3)[nH]c(=O)c2C#N)cc(C(C)(C)C)c1	82
COc1cc(C(=O)NC(=S)Nc2ccc3ccccc3c2)cc(OC)c1OC	97
CCOC(=O)C1c2cccc(O)c2CCN1C(C)=O (stereo unspecified)	77
CC(C)N=C1CCCC1C(=S)SSC(=S)C1CCCC1=NC(C)C (stereo unspecified)	76
CC(=O)Oc1cccc([N+](=O)[O-])c1	75
Clc1ccc(Sc2cnc(-c3ccccc3)o2)cc1	100
O=C(NCCc1ccccn1)C(O)C(Cc1ccccc1)N(Cc1ccccc1)Cc1ccccc1 (stereo unspecified)	73
COc1ccc2oc(=O)cc(C3NNC(=S)N3)c2c1 (stereo unspecified)	96
Cc1[nH]c2ncnc(Nc3ccc(NC(=O)Nc4ccc(Cl)c(C(F)(F)F)c4)c(F)c3)c2c1C	92
Cc1ccc(-c2ccnc3c(N=Nc4ccc(S(N)(=O)=O)cc4)c(N)nn23)cc1	100
O=C(Nc1ccccc1Cl)c1ccc(Cl)cc1	101
CN(C)CCCNC(=S)Nc1ccc(/C=C/c2ccc(Cl)cc2)cc1	-22*

Next results follow.
SMILES	HL-60(TB)
N=C(N)SCc1ccc(Cl)cc1	65
O=C(c1ccccc1)N1CCN(c2ccccc2)CC1	95
N#Cc1ccc(C2SCC(=O)N2NC(=O)C(O)(c2ccccc2)c2ccccc2)cc1 (stereo unspecified)	111
O=S(=O)(Nc1ccc(NS(=O)(=O)c2ccccc2)cc1)c1ccccc1	98
CC(C)(C)c1nn(-c2ccccc2)c2c1C(=O)CSC(c1ccc(Cl)cc1)N2 (stereo unspecified)	95
COc1ccc(CN2[C@H](C)[C@@H](O)[C@@H](O)[C@H](C(C)C)N(Cc3ccccc3)S2(=O)=O)cc1	150
C#Cc1nc(Nc2cc(C)[nH]n2)c2ccccc2n1	-39*
N#CC1(C#N)C2=C(CCCC2)NC(c2cccs2)C1(C#N)C#N (stereo unspecified)	61
COC(=O)c1ccc2c(c1)C(=O)N(Cc1ccccc1)C2=O	87
CC(C)(C)n1nc(C2CC2)c(Br)c1NC(=O)c1ccccc1Cl	104
Cc1n[nH]c(=S)n1C	105
CCN(CC)S(=O)(=O)c1ccc(S(=O)(=O)N2CCC[C@@H](C(=O)N3CCC(F)(F)CC3)C2)cc1	68
COc1ccc(NC(=O)CSc2nnc(-c3ccc4nc(-c5ccc(OC)c(OC)c5)[nH]c4c3)o2)cc1OC	111
CC(C)(C)c1ccc(C2=C/C(=C\c3ccccc3)C(=O)N2CCc2ccc(S(N)(=O)=O)cc2)cc1	94
CCn1cnc2c1c(=O)[nH]c(=O)n2CC1CCC(CNS(=O)(=O)c2ccc(OC3CCOCC3)c(F)c2)CC1 (stereo unspecified)	13
O=C(c1nnc(Nc2ccccc2F)o1)c1c[nH]c2ccccc12	73
COC(=O)[C@@H](Cc1ccc(O)cc1)NC(=O)C(=O)c1cn(Cc2cn(Cc3ccccc3)nn2)c2ccccc12	95
Brc1ccc(-c2cn3ccnc3c(-c3ccc4ncn(C5CCCCC5)c4c3)n2)cc1	77
O=C(Nc1ccc(-c2nc3ccccc3c(=O)[nH]2)cc1)c1ccccc1	82
O=C1Nc2ccccc2S(=O)(=O)N1c1cccnc1Cl	99
COC(=O)c1c2c(c(C)[n+]([O-])c1C)C(=O)C(NCc1ccc(F)cc1)=CC2=O	-52*
CCOc1ccc(N(C)c2ccc(/C=C/C3=[N+](C)c4ccccc4C3(C)C)cc2)cc1	-43*
COc1ccccc1/C=N/N1C(=O)CSC1=S	83
N#CCCC(C#N)(C#N)CCC#N	132
Cc1nc(N2CCOCC2)sc1S(N)(=O)=O	97
C=CCOc1ccc2c(c1)CC[C@@H]1[C@@H]2CC[C@]2(C)[C@@H](O)[C@@H](O)C[C@@H]12	116
COc1cccc(/C=C2/C[C@]3(C)[C@H]4CC[C@@H]5[C@@H](C(=O)/C=C/c6cccc(OC)c6)CC[C@@]5(C)[C@]4(C)CC[C@H]3C(C)(C)C2=O)c1	99
CC1=C(C(=O)n2nc3ccccc3n2)C(c2cccc([N+](=O)[O-])c2)C(C(=O)n2nc3ccccc3n2)=C(C)N1	99
CCC(=O)c1ccc(OC)c(OC)c1	100
O=C(Cl)C(Cl)(c1ccccc1)c1ccccc1	90
CC(=O)Nc1nc(C)c(C(=O)N/N=C/N2CCCCC2)s1	131
CCCCn1c(=O)c(/C=C/C(=O)/C=C(/C=C/c2cc3cc(Cl)ccc3n(CCCC)c2=O)OB(F)F)cc2cc(Cl)ccc21	96
COc1cc(/C=C/C(=O)N2CCCC2)c(OC)c2c1OCO2	109
COc1ccc(-c2nnc(-c3ccc4ccccc4c3)o2)cc1	107
Oc1ccc(-c2nc3ccccc3s2)cc1	90
O=S(=O)(O)c1cc(N=Nc2ccccc2)c(O)c2ccccc12	105
CN1CCN(Cc2ccc(NC(=O)c3cncc(C#Cc4cnc5ccc(NCCO)nn45)c3)cc2C(F)(F)F)CC1	-12*
O=C(O)c1cccc(Nc2nc3ccccc3nc2/C=C/c2ccc(Cl)cc2)c1	88
Fc1ccc(Nc2csc(Nc3cnccn3)n2)cc1Cl	103
O=C1C(Cl)=C(Cl)C(Cl)(Cl)C(Cl)=C1Cl	85
O=C(Nc1ccc2c(c1)sc(=O)n2Cc1ccc(Br)cc1)c1ccc(Nc2ccc(Cl)nn2)cc1	105
O=C1C=Cc2ccc3c4c(ccc1c24)C=CC3=O	108
N#C/C(=C\c1cn[nH]c1-c1ccccc1)C(=O)Nc1sc2c(c1C#N)CCCC2	97
CCSC(=O)c1ccc(S(=O)(=O)CC)cc1	105
COc1ccc(Nc2nc(SCC(=O)Nc3nc4ccc(C)cc4s3)nc(-c3ccccc3)c2C#N)cc1	95
O=C(CSc1ccc(-c2ccccc2)nn1)Nc1ccccc1	99
COc1ccc(-c2coc3ccc4ccccc4c3c2=O)cc1OC	106
FC(F)(F)c1cc(Nc2ccc3c(OCCCN4CCOCC4)cccc3n2)ccc1Cl	63
Cc1nc2ncccc2nc1Nc1ccc(S(=O)(=O)Nc2ccccn2)cc1	100
CCC(C)Cn1cnc2c(SCc3ccccc3F)nc(N)nc21 (stereo unspecified)	72
Cc1nn(-c2cc(=O)[nH]c3ccc(Br)cc23)c(N)c1C#N	102
COc1cc(C2c3ccc4ccccc4c3Oc3nc(N)c(C#N)c(N)c32)cc(OC)c1OC (stereo unspecified)	84
COc1cccc(OC)c1Oc1c(/C=N/N=c2\sc3ccccc3n2C)c(C)nn1-c1ccccc1	64
O=C(Nc1ccccc1)N1CCN(c2ccccc2)CC1	96
N#CCC(=O)Nc1ccccc1	104
CC(=O)CCN(Cc1ccccc1)Cc1ccccc1	104
Cc1nn(-c2ccccc2)cc1C1Nc2cc(Cl)ccc2-c2ccnn21 (stereo unspecified)	85
O=S(=O)(SC(S(=O)(=O)c1ccccc1)S(=O)(=O)c1ccccc1)c1ccccc1	73
O=C1Nc2ccccc2Cc2c1c1ccccc1[nH]c2=O	103
O=C(O)CC1OCC=C2CN3CCC45c6ccccc6NC4C1C2CC35 (stereo unspecified)	137

Remaining list, next part:
SMILES	HL-60(TB)
COc1c(CCC[P+](c2ccccc2)(c2ccccc2)c2ccccc2)cc2c(c1OC)OCO2	10
O=C1NC(c2ccc(Cl)c(Cl)c2)=C/C1=C/c1ccc([N+](=O)[O-])cc1	107
COc1cc(CN2CCC(N3CCCC3=O)c3cc(C)ccc32)cc(OC)c1OC (stereo unspecified)	71
O=C1OC2N(C(=O)CSc3ccccc31)C13CCC(=O)N1c1ccccc1C(=O)C2(c1ccccc1)O3 (stereo unspecified)	102
CSc1nc(=O)n(Cc2ccc(F)cc2)c(=O)n1Cc1ccc(C)cc1	90
